S1P4 antag – S1P4 receptor antagonists, primary screen, cell-based. S1P4-expressing cells, antagonist mode, reporter read-out. inhibition, % at 4.98 µM. hit rate 0.26% among 220,000; in the data active = inhibition above about 29%;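 note: 0% = wells stimulated with agonist and 100% = vehicle wells without agonist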
Target sequence (O95977 whole entry, looked up): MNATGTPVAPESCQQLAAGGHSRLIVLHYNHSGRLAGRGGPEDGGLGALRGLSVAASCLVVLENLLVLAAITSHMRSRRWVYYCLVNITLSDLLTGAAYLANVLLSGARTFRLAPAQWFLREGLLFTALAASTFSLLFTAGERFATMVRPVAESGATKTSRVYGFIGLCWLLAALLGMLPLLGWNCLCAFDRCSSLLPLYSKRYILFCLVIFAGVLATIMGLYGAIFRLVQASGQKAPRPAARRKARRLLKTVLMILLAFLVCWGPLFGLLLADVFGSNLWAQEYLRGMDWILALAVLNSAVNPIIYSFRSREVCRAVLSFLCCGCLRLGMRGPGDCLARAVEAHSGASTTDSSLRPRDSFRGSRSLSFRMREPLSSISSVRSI
eIF4E-4G inh – eIF4E–eIF4G protein interaction inhibitors, primary screen, biochemical, uHTS, TR-FRET, eIF4GI fragment; inhibition, % at 21.7 µM; Eukaryotic translation initiation factor 4E (Mus musculus) + Eukaryotic translation …; hit rate 0.37% among 220,000; AID 782, 2007; TR-FRET eIF4E-eIF4GI(517-606) binding, 2 h;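 active = inhibition above about 30%, limit read from the data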;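 note: 0% = full FRET control wells and 100% = background wells lacking eIF4GI fragment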
PGE2 EP2 inh – human EP2 receptor antagonists, primary screen, TR-FRET cAMP, C6 glioma cells. hit rate 0.52% among 260,000. C6 glioma cells expressing human EP2; cells stimulated with saturating PGE2. inhibition, % at 25 µM. Prostaglandin E2 receptor EP2 subtype (Homo sapiens), P43116;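 active = percent inhibition above 40 after rounding to a whole number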;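 note: rat C6 glioma host cells with rolipram phosphodiesterase inhibitor present; the protocol text gives 20 µM as final concentration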
Target sequence (P43116 whole entry, looked up): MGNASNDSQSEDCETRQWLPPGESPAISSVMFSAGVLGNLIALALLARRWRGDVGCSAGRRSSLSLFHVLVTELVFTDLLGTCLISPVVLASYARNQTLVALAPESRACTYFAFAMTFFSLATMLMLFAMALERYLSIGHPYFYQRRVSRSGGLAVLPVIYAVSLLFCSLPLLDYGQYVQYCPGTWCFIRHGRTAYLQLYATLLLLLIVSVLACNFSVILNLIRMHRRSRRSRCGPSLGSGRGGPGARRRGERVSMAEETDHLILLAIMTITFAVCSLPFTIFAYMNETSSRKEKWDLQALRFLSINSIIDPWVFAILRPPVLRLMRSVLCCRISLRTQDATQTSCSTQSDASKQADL
NPY-Y1 antag – NPY-Y1 receptor antagonists, primary screen, cell-based; Neuropeptide Y receptor type 1 (Homo sapiens), P25929; HEK293-CNG Y1 cells, membrane potential fluorescence; NPY at EC95, then isoproterenol; inhibition, % at 3.6 µM; hit rate 1% among 200,000;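 active = inhibition above the campaign mean inhibition of all tested compounds plus 3 SD, cut at about 20% in these data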;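 note: 0% = DMSO wells given NPY plus isoproterenol and 100% = isoproterenol alone without NPY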
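Benchmarks – high control isoproterenol alone, low control NPY with isoproterenol · Material – HEK293 Y1/CNG channel cell line · Times – dye 3 h, compound 60 min room temperature, stimulation 45 min · Probe or stimulus – NPY (25 nM), isoproterenol (1 µM), Ro 20-1724 (25 µM) · Evaluation – % inhibition of NPY effect · Signal – fluorescence, membrane potential probe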
NPY-Y1 PAM-ag – NPY-Y1 receptor potentiators or agonists, primary screen, cell-based; NPY-Y1 expressing cells, potentiator/agonist activation; activation, % at 3.6 µM; hit rate 0.37% among 220,000; AID 1304, 2008; in the data active = activation above about 33%, passing the limit was not always enough;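 note: cells stimulated with NPY at EC10 then isoproterenol at EC100; 0% = low agonist plus stimulus and 100% = saturating agonist plus stimulus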
S1P4 ag – S1P4 receptor agonists, primary screen, cell-based. Sphingosine 1-phosphate receptor 4 (Homo sapiens), O95977. S1P4-expressing cell line, agonist reporter assay. activation, % at 4.98 µM. hit rate 0.35% among 220,000; in the data active = activation above about 11%;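 note: 0% = DMSO vehicle and 100% = reference agonist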
p97 inhibitor – inhibitors of human p97 ATPase, primary screen, biochemical; hit rate 0.42% among 220,000; recombinant p97 ATPase, Kinase-Glo ATP luminescence, 3 h; AID 1481, 2009; inhibition, % at 8 µM; Transitional endoplasmic reticulum ATPase (Homo sapiens), P55072; in the data active = inhibition above about 15%;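 note: 0% = DMSO vehicle and 100% = wells lacking enzyme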
NPY2 pot ag – NPY-Y2 potentiators or agonists, primary screen, cell-based; Neuropeptide Y receptor type 2 (Homo sapiens), P49146; cells expressing NPY-Y2, potentiator/agonist read-out; activation, % at 3.6 µM; hit rate 0.45% among 220,000; AID 1359, 2008; in the data active = activation above about 27%;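 note: cells stimulated with NPY near EC25 plus isoproterenol at EC100; 0% = vehicle plus submaximal agonist and 100% = vehicle plus saturating agonist; some results beyond the cut were filed as inactive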
EP2 modulator – EP2 receptor modulators, cAMP readout, primary screen, cell-based, HTRF cAMP, PGE2 stimulation. Prostaglandin E2 receptor EP2 subtype (Homo sapiens), P43116. EP2-expressing cells, cAMP HTRF FRET, PGE2 co-stimulation. induction, % at 25 µM. hit rate 0.83% among 260,000. AID 940, 2007;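 active = compounds whose cAMP rise, as percent of the full-agonist control response, exceeds 60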;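 note: rat C6 glioma line stably carrying human EP2 under a CMV promoter; the protocol text gives 20 µM as final concentration; 100% = response of wells given 1 µM PGE2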
* hit, by the source's call; / = not tested or not shown; & = joins results of further samples; [ ] = another dose, or the depositor's remark. A portion of the library; the hit share may differ from the screen's.

canonical_smiles	eIF4E-4G inh	PGE2 EP2 inh	NPY-Y1 PAM-ag	EP2 modulator	NPY-Y1 antag	S1P4 antag	S1P4 ag	NPY2 pot ag	p97 inhibitor
Cc1cccc(-c2n[nH]c(S(C)(=O)=O)c2C#N)c1	8	8	18	-27	/	-14	1.1	-15	-1
Cc1ccc(NC(=O)CSc2nc(C)c(C)c(C)n2)c([N+](=O)[O-])c1	6[fluorescence artefact?]	9	-6	0	5	1	1.0	10	1
Cc1ccc(CNC(=O)CSCc2cccc(F)c2)cc1	-3	7	-20	18	10	4	1.3	4	4
COc1ccccc1CC(=O)NN1C(=O)c2ccccc2C1=O	-9[fluorescence artefact?]	0	-1	8	3	-14	1.5	-3	-6
Cc1ccc(CNCC2CCCO2)o1 (stereo not given)	-1	10	17	-9	-1	9	1.3	-7	4
COc1cc(NC(=O)c2cc(C)nc3ccccc23)cc(OC)c1OC	2	3	-5	-5	-2	3	0.4	0	0
COc1cc(/C=N/Nc2ccccn2)ccc1O	1	13	15	-16	/	14	-1.0	-20	4
CCCCN(C)Cc1c(C)[nH]c2ccc(Cl)cc2c1=O	1	14	8	-3	-1	7	0.9	5	4
OCCSc1ncnc2c1oc1ccccc12	5	7	2	6	1	7	-1.4	14	2
CN1C/C(=N\S(=O)(=O)c2ccccc2)N(C)C1=O	2	8	39	12	10	1	1.4	101*	6
CCOC(=O)C1=NN(C(C)=O)C2(CC(=O)N(c3ccc(C)c(C)c3)C2=O)C1 (stereo not given)	-1	8	4	-3	-3	-24	0.5	0	-3
CC(C)Cc1nc2ccccc2n1CCc1ccccc1	6[fluorescence artefact?]	2	-12	38	7	0	0.1	-16	0
CCN(CC)S(=O)(=O)c1cc([N+](=O)[O-])ccc1N1CCC(C(N)=O)CC1	1	5	7	17	0	-5	-0.8	-8	0
CC(Oc1ccccc1)C(=O)Nc1nc2c(s1)C(=O)CC(C)(C)C2 (stereo not given)	-4	17	-18	23	-5	6	-3.9	10	0
CCOc1ccccc1N/C(=N/c1nc(C)cc(C)n1)NC(=O)Nc1ccc(Cl)c(Cl)c1	-5	3	5	-9	4	-14	0.8	-3	0
Cc1nn(C)c(C)c1C1C(C#N)=C(N)OC2=C1C(=O)CC(C)(C)C2 (stereo not given)	1	6	-14	9	1	-6	0.2	-3	-4
CC(=O)Nc1ccc(OCc2cnc(Cl)s2)cc1	3	6	11	1	-2	-14	0.7	6	4
CC1CCC(=NNC(=O)Cc2cccn2C)CC1 (stereo not given)	1	8	18	7	5	-13	3.9	12	9
CC1CC(C)CN(C(=O)CSC2=Nc3ccccc3C3=NC(Cc4c[nH]c5ccccc45)C(=O)N23)C1 (stereo not given)	-1	1	-30	-14	18	-1	-0.8	-13	2
O=C(CCl)N1N=C(c2cccs2)CC1c1ccco1 (stereo not given)	-1	7	-1	25	-1	-6	1.8	-3	7
COc1ccc(-c2csc(-c3cccs3)n2)cc1OC	-1	3	-6	2	7	-15	0.8	-11	0
O=C(Cn1[nH]c(=O)c2ccccc2c1=O)Nc1cccc(S(=O)(=O)N2CCCCCC2)c1	-1	8	10	-67	5	-14	-3.1	-8	0
O=C(/C=C/c1c(F)cccc1Cl)Nc1nc2ccccc2[nH]1	13	3	-7	-20	4	-4	0.6	-1	3
Cc1cc(C(F)(F)F)nn1CC(=O)N(C)C1CCCCC1	/	11	-13	/	0	-7	2.4	14	2

2 neighbouring entries from above, quoted:
canonical_smiles	eIF4E-4G inh	PGE2 EP2 inh	NPY-Y1 PAM-ag	EP2 modulator	NPY-Y1 antag	S1P4 antag	S1P4 ag	NPY2 pot ag	p97 inhibitor
Cc1cccc(-c2n[nH]c(S(C)(=O)=O)c2C#N)c1	8	8	18	-27	/	-14	1.1	-15	-1
Cc1ccc(NC(=O)CSc2nc(C)c(C)c(C)n2)c([N+](=O)[O-])c1	6[fluorescence artefact?]	9	-6	0	5	1	1.0	10	1

Further records
canonical_smiles	eIF4E-4G inh	PGE2 EP2 inh	NPY-Y1 PAM-ag	EP2 modulator	NPY-Y1 antag	S1P4 antag	S1P4 ag	NPY2 pot ag	p97 inhibitor
Cc1nc(Nc2ccc(S(=O)(=O)N3CCCCC3C)cc2)c2nnn(Cc3ccccc3)c2n1 (stereo not given)	10	9	13	9	6	0	-0.4	-9	-3
O=C(Nc1ccc(F)cc1)C1CCCN1S(=O)(=O)c1cccc2nsnc12 (stereo not given)	2	6	-4	-4	/	10	0.6	3	2
O=C(CCc1ccccc1)Nc1ccccc1C(F)(F)F	0	6	9	-9	1	-6	1.1	-6	1
CC12CCC(C(=O)N3CCN(C(=O)C45CCC(C)(C(=O)O4)C5(C)C)CC3)(OC1=O)C2(C)C	/	/	-3	/	4	0	0.2	2	-1
CCN(CC)CCN(Cc1cc2cc3c(cc2[nH]c1=O)OCO3)C(=S)NCC1CCCO1 (stereo not given)	-1	11	5	-28	-5	-12	0.7	-3	3
CCN(CC)c1ccc(NC(=O)c2ccccc2F)cc1	7	19	14	2	9	-2	-0.7	-4	0
S=c1[nH]nc(CCSCc2ccccc2)n1-c1ccccc1	0	4	9	-7	3	-4	3.5	-15	0
CCCCC(=O)Oc1cc(C)[nH]c(=O)c1[N+](=O)[O-]	-2	15	12	14	4	4	0.2	-9	5
COC(=O)c1ccc(NC(=O)CCn2cccc2)cc1	-4[fluorescence artefact?]	20	4	13	2	-15	0.6	1	-3
O=C(c1ccc(Br)o1)N(Cc1ccccc1)Cc1ccccc1	1	/	-14	54	20*	6	2.2	-16	-7
NNC(=O)c1cc2c(N3CCC(Cc4ccccc4)CC3)ncnc2s1	0	13	-22	-63	11	-15	1.2	-7	-1
CCc1nnc(NC(=O)c2ccncc2)s1	-4[fluorescence artefact?]	13	-3	3	3	-11	0.8	-7	-3
CC(C)CCN(C(=O)CNC(=O)c1cccs1)C(C(=O)NC1CCCCC1)c1cccnc1 (stereo not given)	-2	2	23	13	/	-3	0.5	-5	3
O=C(N/N=C/c1ccc(O)cc1)c1csc2ccccc12	11[fluorescence artefact?]	16	-4	-4	-3	0	0.7	-13	1
Cc1ccc2cc(C)c3nnc(SCC(=O)c4cccs4)n3c2c1C	6	14	-13	6	6	-9	-0.5	-11	3
Cc1cc(-c2ccccc2)nc(N(C)NC(=O)c2cccc(C(F)(F)F)c2)c1S(C)(=O)=O	-1	19	-7	-24	2	-3	2.6	-7	-3
CCOC(=O)C(NC(=O)NCc1cccc(C(F)(F)F)c1)(OCC)C(F)(F)F (stereo not given)	19	1	6	26	4	-3	1.5	5	-2
CCCCNS(=O)(=O)c1ccc2nc(-c3cccnc3)cc(C(=O)NC(C)C)c2c1	5	10	-30	1	0	-2	1.0	3	3
CCOC(=O)c1cncc(C#CCOC(=O)Nc2ccc(OC(F)(F)F)cc2)c1	-2	8	-21	5	/	3	1.0	-8	-6
NC(=O)C1CCN(C(=O)CCSc2ccccc2)CC1	-2	8	22	-8	4	-14	1.0	10	6
C=CCn1c(=O)n2ncnc2c2c3c(sc21)CCCC3	2	/	-15	19	-2	2	0.6	1	1
Nc1cc(=O)[nH]c(SCCNS(=O)(=O)c2ccccc2)n1	-10[fluorescence artefact?]	16	2	10	5	-16	1.0	-4	6
COc1ccc(-n2nc(C(=O)NCC(=O)NCCCN3CCCCCC3)c3ccccc3c2=O)cc1Cl	-10	3	-2	-4	7	-12	1.1	-16	1
O=C(COC(=O)c1ccc2c(c1)S(=O)(=O)c1ccccc1C2=O)NC1CC1	0	6	4	0	5	-3	-1.3	14	2
CNc1ccc(C(O)(C(F)(F)F)C(F)(F)F)cc1C(O)(C(F)(F)F)C(F)(F)F	-2	8	46*	13	-10	16	-2.0	58*	-1
Cn1cnc(S(=O)(=O)Nc2ccccc2N2CCOCC2)c1	2	12	-8	-3	/	10	2.1	9	5
COc1ccc(/C=C/C(=O)O)cc1S(=O)(=O)Nc1ccc2c(c1)OCO2	-1	9	0	3	/	-6	2.4	-4	5
O=C(CSc1ccc(F)cc1)Nc1ccc(Br)cc1	1	10	-4	-24	-5	-1	1.6	7	-1
CSc1nc(C)c(C(=O)Nc2ccccc2)c(-c2ccco2)c1C#N	0	2	-37	27	/	-14	-0.5	-53	7
CCOC(=O)c1[nH]c(=O)[nH]c1CSCCO	-5	12	8	7	-2	-13	-0.3	-1	5
Cc1nc(-c2ccccc2)sc1C(=O)CSc1ccccc1	-33	12	-31	-3	21*	-6	-1.1	-9	1
CC(/C=N/N1CCN(c2ccc(C)cc2)CC1)=C\c1ccccc1	8	16	4	11	-3	-3	0.9	-9	3
CC1CCN(C(=O)C2CCN(S(=O)(=O)c3cccnc3)CC2)CC1	3	4	5	25	0	0	-1.4	0	4
CCOc1ccc(/C=C2\SC(=S)N(C(C(=O)O)c3ccccc3)C2=O)cc1OC (stereo not given)	2	15	5	14	/	2	-0.1	-5	-2
NCCc1nnc(SCc2ccc(F)cc2)o1	4	2	-16	-14	3	4	-1.8	1	1
CCc1ccccc1N(CC)C(=O)c1cn(C)c(=O)c2cc(OC)c(OC)cc12	4	12	0	17	-4	1	-0.8	21	4
CC(=O)N1CCc2cc(S(=O)(=O)CCC(=O)N3CCN(C(=O)c4ccco4)CC3)ccc21	8	13	-1	16	8	-9	-2.0	-2	2
CCN(CC(=O)Nc1c(C(=O)OC)[nH]c2ccc(C)cc12)c1ccc2c(c1)OCO2	1	2	-6	-6	-1	-5	-0.5	14	1
CCOc1ccc(C(=O)N2CCn3c2nc2ccccc23)cc1	2	18&14	11	-52&-33	5	-34	-2.2	-5	3
O=C(NCc1ccc2[nH]c3c(c2c1)CCCC3)c1ccc(S(=O)(=O)N2CCCCC2)cc1	2	13	-25	-5	0	-2	1.4	-5	-2
CCC(C)NS(=O)(=O)c1ccc(NC(=O)c2c(-c3ccccc3)noc2C)cc1 (stereo not given)	-5	17	13	2	0	-11	-1.1	22	12
Oc1c(C(c2ccccn2)N2CCCCC2)cc(Cl)c2cccnc12 (stereo not given)	13	8	-21	8	1	-20	-1.1	-2	11
C=CCn1cc(-c2ccc(Cl)cc2)cc(C#N)c1=O	/	5	-3	-10	-1	-9	-2.1	0	-1
COc1ccccc1NC(=S)NC(C)C(c1cccs1)N1CCOCC1 (stereo not given)	-9	6	12	1	/	3	0.6	2	5
Cc1ccc([N+](=O)[O-])c(C(=O)N/N=C/c2cccs2)c1	8	0	-32	-35	/	0	-0.9	-15	-2
Cc1ccc(-c2csc3nnc(SCC(=O)Nc4nsc(-c5ccccc5)n4)n23)cc1	-16	6	-7	-39	1	8	2.6	-18	-1

Compound activity as filed in PubChem.
